Yfh1-off respiration – mitochondrial function rescue without frataxin homolog – Friedreich's ataxia, plus single-dose screen, dose response (AID 1465). S. cerevisiae Yfh1-off respiration, WST-1 reduction, 72 h; higher fold induction means a stronger effect. fold induction at 50 µM; hits with a dose series show EC50 in µM. hit rate 0.074% among 220,000;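 active means fold induction of absorbance versus untreated yeast above a set limit, then at least 30% activation at any dose in follow-up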;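 further: activators that raise dye reduction in frataxin-depleted yeast; strong numbers were not always called active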
MT stabilize HCS – microtubule stabilizers in HeLa cells. HeLa tubulin immunostaining HCS, 24 h; share of cells brighter than vehicle mean+2SD. % tubulin-high responders, % at 10 µM. hit rate 0.83% among 200,000. AID 2205;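 active means plate Z-score above 3 for both tubulin-high and condensed-nucleus cell shares, with cell loss under 80%, at 10 µM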;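 further: anti alpha tubulin signal scored within the nucleus-defined area of each cell; some results filed as inactive read as strong as hits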
Autophagy HCS – autophagy modulation, high-content screen. MEF GFP-LC3 puncta imaging; test concentration mostly 10 µM. hit rate 0.98% among 190,000. AID 463193. calls only at 10 µM (by protocol);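 active means percentage of spot-positive cells more than 3 SD above its plate mean, without a fluorescence outlier flag or 80% toxicity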;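 further: spot-positive cell cutoff set from DMSO-treated cells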
Lipid droplet – modulators of hepatic lipid droplet formation. AML12 mouse hepatocytes, oleate lipid droplets, BODIPY imaging. inhibition, % at 6.5 µM. hit rate 0.4% among 240,000. AID 1656;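 active means lipid droplet intensity inhibited by at least 50%, with more than 500 cells counted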
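Assay system: AML12 hepatocytes (mouse); Probe or stimulus: oleic acid at 100 µM to induce lipid droplet formation; Dosing: compound at 6.5 µM only; Schedule: compound with oleate, overnight; Detection: fluorescence imaging, 20x objective, two fields per well; Measure: % inhibition of lipid droplet signal.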
Dynein transport – dynein cargo transport inhibition; hit rate 0.47% among 220,000; z-score, hits read low; 3617.4 mouse cells, GR-EGFP nuclear translocation imaging; test concentration mostly 20 µM; stimulated with dexamethasone, 1 µM; stronger effect = lower value;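 active means plate z-score of nuclear minus cytoplasmic receptor signal below a set negative limit, without overly bright fluorescence or cell loss, cut at about -3.5 in these data, passing the limit was not always enough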;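 further: z-score of nuclear minus cytoplasmic ring GR-EGFP intensity difference per well; some compounds called inactive have numbers as strong as hits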
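Buffer or medium: tet-free, stripped-serum medium; Also added: dexamethasone, 1.0 µM final; Technique: high-content fluorescence imaging after fixation; Times: 48 h induction, 1 h compound, 30 min dex at 37 °C; Read-out: per-cell GR-EGFP intensity, nucleus versus surrounding cytoplasmic ring, well-averaged.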
Ins promoter up – MIN6 insulin promoter up-regulation; z-score at 5 µM; hit rate 0.3% among 190,000; MIN6 insulin promoter-GFP reporter, high-content imaging; stronger effect = higher value;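 active means z-score above 3 at 5 µM with at least 500 cells counted in the well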
bCat nuc transl – modulators of beta-catenin nuclear translocation; HeLa beta-catenin nuclear translocation, immunofluorescence imaging; nuclear translocation activity, % at 5 µM; hit rate 0.3% among 190,000; AID 1665;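 active means nuclear translocation activity above 50% at 5 µM, with a well cell count of 50 or more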;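 further: per-cell ratio of nuclear to cytoplasmic median beta-catenin stain intensity; plate controls were DMSO negative control for no effect and GSK-3 inhibitor IX positive control for full effect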
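Test system: human HeLa cell line; Doses: 5 µM primary, 0.02–20 µM confirmation; Incubation: 24 h compound exposure, 37°C; Detection: beta-catenin immunofluorescence imaging with DAPI; Read-out: beta-catenin nuclear/cytoplasmic ratio, % activation.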
HEK293 NOD2/NF-kB – inhibition of NOD2-driven NF-kB reporter – cell-based, luminescence, uHTS, HEK293 (AID 1566) | HEK293 NOD2/NF-kB luciferase reporter, luminescence; higher % means a stronger effect | inhibition, % at 4 µM; hits with a dose series show EC50 in µM | hit rate 0.63% among 290,000; in the data active means inhibition above about 50%; further: many of its hits are not listed in these tables
WT yeast gro inh – growth inhibition of WT yeast, mitochondrial fusion screen. mitochondrial fusion phenotypic screen, WT strain. inhibition, % at 10 µM. hit rate 2.1% among 190,000; in the data active means inhibition above about 58%; tested in S. cerevisiae
WT yeast gro inh mutant strain – recorded beside WT yeast gro inh, whose call it bears; inhibition, %; mitochondrial fusion phenotypic screen, mutant strain inhibition
Dynein transport cytoplasmic EGFP – also measured in Dynein transport; calls as there; z-score; measured here: cytoplasmic GR-EGFP intensity; stronger effect = higher value
Dynein transport nuclear GR-EGFP – second read-out of Dynein transport, no call of its own (marks repeat the call); z-score; measured here: nuclear GR-EGFP intensity;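 lower value marks the stronger effect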
Dynein transport cell count – recorded beside Dynein transport, whose call it bears; z-score; measured here: cell count per field
Ins promoter up cell count – also measured in Ins promoter up; calls as there; cell count; measured here: cytotoxicity, nuclei count;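 total cells summed across four imaged fields per well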
Lipid droplet cells 6.5 µM – second read-out of Lipid droplet, no call of its own (marks repeat the call); cell count; measured here: cell count, cytotoxicity flag;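 cells counted across two imaged fields per well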
bCat nuc transl cell count 5 µM – second read-out of bCat nuc transl, no call of its own (marks repeat the call); cell count; measured here: cell count, cytotoxicity flag
MT stabilize HCS Hoechst-high % – recorded beside MT stabilize HCS, whose call it bears; % Hoechst-high responders; measured here: nuclear condensation Hoechst responders;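 share of cells brighter than vehicle mean plus two SD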
MT stabilize HCS cytotoxicity % – second read-out of MT stabilize HCS, no call of its own (marks repeat the call); toxicity, %; measured here: cytotoxicity by cell density;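 0% = mean cell density of plate MIN control wells and 100% = no cells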
Autophagy HCS cell loss 18 h – further read-out of Autophagy HCS, marked with its call; toxicity, %; measured here: cell loss, nuclei count;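 cell loss after 18 h compound exposure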
The depositor's hits bear a star; i = inactive; / = no result given. An excerpt. The share of hits here may be higher or lower than overall.

Sample of the layout (5 entries):
Screens in order: Yfh1-off respiration	MT stabilize HCS	MT stabilize HCS Hoechst-high %	MT stabilize HCS cytotoxicity %	Autophagy HCS	Autophagy HCS cell loss 18 h	Lipid droplet	Lipid droplet cells 6.5 µM	Dynein transport	Dynein transport cytoplasmic EGFP	Dynein transport nuclear GR-EGFP	Dynein transport cell count	Ins promoter up	Ins promoter up cell count	bCat nuc transl	bCat nuc transl cell count 5 µM	HEK293 NOD2/NF-kB	WT yeast gro inh	WT yeast gro inh mutant strain
1. Cc1nccn1CC(O)COc1ccccc1 (stereo not drawn)
  i	3.3	1.8	3.2	i	-11	0	767	-1.1	-0.12	-0.38	0.1	0.11	1184	0.6	1154	-2%	10	5
2. COc1ccc(S(=O)(=O)N2CCN(C(=O)c3ccco3)CC2)cc1OC
  i	1.2	1.1	3.9	i	-8	14	770	-0.32	-0.068	0.14	0.22	0.78	918	/	/	7%	-6	-4
3. Cc1cc(CNC(=O)c2cccc([N+](=O)[O-])c2)c2ccccc2n1
  i	3.8	2.6	1.2	i	-1	-14	785	-0.35	-0.33	-0.15	0.45	1.5	999	-1.0	1110	12%	-12	-9
4. Cc1cc(C)c(C(=O)CSc2nnc(N)s2)cc1C
  i	/	/	/	/	/	-1	700	-0.36	-0.26	-0.09	0.79	-0.62	1280	-4.8	1257	-1%	/	/
5. CC(C)CN(C(=O)CN1CCN(c2cccc(Cl)c2)CC1)c1c(N)n(CC(C)C)c(=O)[nH]c1=O
  i	3.9	1.1	11	i	10	8	729	0.67	1.8	1.5	-1	0.5	1151	-2.0	1030	8%	12	22

This part in full, repeating the preview:
Screens in order: Yfh1-off respiration	MT stabilize HCS	MT stabilize HCS Hoechst-high %	MT stabilize HCS cytotoxicity %	Autophagy HCS	Autophagy HCS cell loss 18 h	Lipid droplet	Lipid droplet cells 6.5 µM	Dynein transport	Dynein transport cytoplasmic EGFP	Dynein transport nuclear GR-EGFP	Dynein transport cell count	Ins promoter up	Ins promoter up cell count	bCat nuc transl	bCat nuc transl cell count 5 µM	HEK293 NOD2/NF-kB	WT yeast gro inh	WT yeast gro inh mutant strain
1. Cc1nccn1CC(O)COc1ccccc1 (stereo not drawn)
  i	3.3	1.8	3.2	i	-11	0	767	-1.1	-0.12	-0.38	0.1	0.11	1184	0.6	1154	-2%	10	5
2. COc1ccc(S(=O)(=O)N2CCN(C(=O)c3ccco3)CC2)cc1OC
  i	1.2	1.1	3.9	i	-8	14	770	-0.32	-0.068	0.14	0.22	0.78	918	/	/	7%	-6	-4
3. Cc1cc(CNC(=O)c2cccc([N+](=O)[O-])c2)c2ccccc2n1
  i	3.8	2.6	1.2	i	-1	-14	785	-0.35	-0.33	-0.15	0.45	1.5	999	-1.0	1110	12%	-12	-9
4. Cc1cc(C)c(C(=O)CSc2nnc(N)s2)cc1C
  i	/	/	/	/	/	-1	700	-0.36	-0.26	-0.09	0.79	-0.62	1280	-4.8	1257	-1%	/	/
5. CC(C)CN(C(=O)CN1CCN(c2cccc(Cl)c2)CC1)c1c(N)n(CC(C)C)c(=O)[nH]c1=O
  i	3.9	1.1	11	i	10	8	729	0.67	1.8	1.5	-1	0.5	1151	-2.0	1030	8%	12	22
6. COC(=O)c1cc(=O)nc2sc3ccccc3n12
  i	1.1	1.9	6.0	i	-6	/	/	-0.46	-0.24	-0.06	0.15	0.28	1170	-9.9	995	3%	-20	-11
7. CCOc1ccc(NCc2nnc(SCc3ccc(Cl)cc3)n2-c2ccccc2)cc1
  i	1.9	2.5	9.9	i	-16	-36	571	-0.61	-0.06	-0.52	0.33	/	/	-1.6	940	-15%	60*	-7.0*
8. CC(C)c1cc(C(F)(F)F)n2nc(C(=O)Nc3ccc(-n4cnnn4)cc3)cc2n1
  i	/	/	/	/	/	-12	687	-0.093	-0.23	0.59	-0.56	-0.95	969	-0.1	1310	21%	/	/
9. COc1ccc(S(=O)(=O)N2CCC[C@H]2C(=O)NCc2ccc(Cl)cc2)cc1
  i	/	/	/	/	/	-1	661	0.019	-0.28	-0.049	0.64	0.35	1144	0.7	1301	3%	/	/
10. Cc1ccc(NC(=O)CC2SC(=O)N(c3ccccc3)C2=O)cc1 (stereo not drawn)
  i	4.7	2.2	5.5	i	-4	18	745	-0.21	-0.14	-0.25	0.31	1	1303	-3.4	1191	13%	-7	5
11. CCN(CC)/C(=N/O)NC(=O)NS(=O)(=O)c1ccc(C)cc1
  i	2.9	2.1	6.6	i	-1	0	737	-0.48	-0.25	-0.18	-0.49	0.34	1272	-7.2	1235	13%	23	13
12. CCOc1ccc(C(=O)NCCCn2ccnc2)cc1
  i	3.2	2.1	4.3	i	-6	1	663	0.97	-0.23	0.61	-0.092	0.36	1197	/	/	0%	1	-3
13. COc1ccc(CC(=O)N2CC(C)CC(C)C2)cc1 (stereo not drawn)
  i	1.1	1.5	4.8	i	-6	31	748	-0.4	0.048	0.1	-0.85	0.58	808	/	/	5%	8	-12
14. CN1CCN(Cc2cc(=O)oc3ccc(Cl)cc23)CC1
  i	2.9	1.5	5.3	i	6	/	/	0.45	-0.16	0.21	-0.83	1.3	1217	-5.1	930	17%	-2	10
15. CCSc1nc2c(c(=O)[nH]c(=O)n2C)n1CC(O)COc1ccccc1 (stereo not drawn)
  i	2.0	1.7	8.5	i	14	20	686	-0.7	-0.15	-0.48	0.15	-0.22	1329	-2.7	1121	15%	-16	-2
16. COc1ccc(CN2CCN(C(=O)c3ccco3)CC2)cc1
  i	1.2	1.3	7.0	i	31	/	/	-0.093	-0.16	0.22	-0.31	1.7	986	-0.3	1110	10%	3	-1
17. O=C(CC1Oc2ccccc2NC1=O)NC1CC1 (stereo not drawn)
  /	4.2	2.6	6.4	i	3	/	/	-0.42	-0.29	-0.072	0.41	0.31	889	/	/	1%	8	-1
18. Cc1ccc(-c2nc(-c3ccc(Cl)cc3)sc2CC(=O)O)c(C)c1
  i	4.1	2.8	5.9	i	-7	6	615	0.43	-0.26	0.35	-0.29	0.33	1243	-0.1	1113	16%	-15	-8
19. CCOc1cc(/C=N/NC(=O)CCn2nc(C)cc2C)ccc1O
  i	/	/	/	/	/	2	652	0.81	-0.25	0.29	-0.24	0.06	1033	0.0	1315	-1%	/	/
20. Cc1csc(NC(=O)CSc2ccc3nnc(-c4ccncc4)n3n2)n1
  i	2.2	1.7	4.1	i	-28	6	686	-0.058	-0.19	0.4	-0.55	0.06	1521	0.7	1011	-23%	-2	5

21: CC(C)C(=O)NC(=S)NCC(=O)c1ccccc1
22: COC(=O)C(C(C)=O)C1=C/C(=N\S(=O)(=O)c2ccc(C)cc2)c2ccccc2C1=O (stereo not drawn)
23: CC(CCc1ccccc1)NC(=O)COC(=O)c1ccc(S(C)(=O)=O)c([N+](=O)[O-])c1 (stereo not drawn)
24: CN(C)/C=C/C(=O)c1cnc(-c2ccccn2)s1
25: Nc1ncnc(Nc2ccc(S(N)(=O)=O)cc2)n1
26: CCS(=O)(=O)N1CCN(C(=O)CCC2CCCC2)CC1
27: CCN(/C=N/S(=O)(=O)c1ccc(Cl)cc1)CC
28: COc1ccccc1-c1cc(N)n[nH]1
29: Cc1cc(Nc2ccccc2)nc2cc(O)ccc12
30: O=C1C=CC(=O)N1c1ccc(Sc2ccc([N+](=O)[O-])cc2)cc1
compound no.,21,22,23,24,25,26,27,28,29,30
Yfh1-off respiration,/,i,i,i,i,i,i,i,i,i
MT stabilize HCS,0.8,1.6,2.9,1.5,/,2.1,4.7,1.7,8.3,/
MT stabilize HCS Hoechst-high %,1.9,1.4,3.0,2.3,/,0.4,1.6,0.9,2.6,/
MT stabilize HCS cytotoxicity %,9.0,3.1,3.8,2.7,/,60,9.2,9.0,14,/
Autophagy HCS,i,i,i,i,/,i,i,i,i,/
Autophagy HCS cell loss 18 h,4,-11,0,7,/,1,14,43,17,/
Lipid droplet,/,4,18,-13,9,-9,-2,15,12,2
Lipid droplet cells 6.5 µM,/,764,676,694,718,774,722,773,731,750
Dynein transport,-0.15,-1.5,-3,-0.31,0.36,-1.2,-0.26,-0.8,1.1,-1.9
Dynein transport cytoplasmic EGFP,-0.21,-0.12,0.81,-0.22,-0.22,-0.25,-0.25,-0.18,0.18,-0.083
Dynein transport nuclear GR-EGFP,-0.47,-0.84,-1.6,-0.68,-0.03,-0.45,-0.17,-0.15,1.8,-0.97
Dynein transport cell count,-0.27,0.73,-1.8,-0.098,-0.28,-2.7,0.51,0.087,-1.9,0.32
Ins promoter up,-0.49,-0.31,0.04,0.03,-0.3,0.31,-0.06,0.26,0.22,-0.29
Ins promoter up cell count,1699,799,1209,1131,1458,1127,1407,933,1018,1364
bCat nuc transl,0.6,/,-2.5,2.5,-3.1,-0.2,-0.1,/,-2.5,-0.8
bCat nuc transl cell count 5 µM,1292,/,1154,1032,1150,1123,1122,/,435,1099
HEK293 NOD2/NF-kB,11%,-1%,21%,-30%,4%,10%,13%,9%,2%,6%
WT yeast gro inh,-12,10,-4,-6,/,-13,1,-2,62*,/
WT yeast gro inh mutant strain,4,23,19,2,/,-11,1,-30,57*,/
